H9c2 TAG inh = inhibitors of triacylglycerol accumulation; AID 651582; inhibition, % at 12.5 µM; hit rate 0.66% among 230,000; H9c2 cells, Nile Red lipid (TAG) fluorescence; cells loaded with 200 µM oleic acid;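 active = pattern-corrected inhibition of lipid staining of at least 50% with the nuclear-stain viability signal not falling by more than 50%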;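 note: 0% = DMSO wells and 100% = triacsin C control wells; some results filed as inactive read as strong as hits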
H9c2 TAG inh DAPI viability = recorded beside H9c2 TAG inh, whose call it bears; DAPI nuclei signal change (viability), lower = more cytotoxic, %;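 whole-well DAPI fluorescence read on a plate reader as a viability signal; minus 50 percent equals half of cells still viable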
* marks the source's active call; other numbers are inactive results; & = joins results of further samples.

SMILES | H9c2 TAG inh | H9c2 TAG inh DAPI viability
NC1=CC(=O)C(=O)c2ccccc21 | -22 | -7
COc1cc(/C=C/C(=O)OCC(=O)c2ccc(OC(F)F)cc2)ccc1O | -1 | -8
CCOc1ccccc1NC1=C(Cl)C(=O)N(Cc2ccccc2)C1=O | -11 | -12
COC(=O)C1CCCCN1C(=O)c1cccc(OC2CCN(C(=O)C3CC3)CC2)c1 (stereo not drawn) | 6 | -3
COc1ccccc1C(=O)NCCC(=O)NCCC12CC3CC(CC(C3)C1)C2 | 27 | -12
O=C(COc1ccc(F)c(Cl)c1)NC(=O)NC1CCCC1 | 3 | -1
O=C(O)CSc1nc2ccccc2s1 | 9 | -11
CCn1c(SCC(=O)Nc2nc(C)c(C)s2)nc2cccnc21 | 3 | 3
NS(=O)(=O)c1cccc(NC(=O)COC(=O)c2ccc(S(=O)(=O)N3CCOCC3)cc2)c1 | -9 | 2
O=C(NC(=S)N1CCOCC1)c1cn(-c2ccccc2)nc1-c1ccccc1 | 15 | 6
O=C(NCC1CC1)C1(C(F)(F)F)C/C(=C\Cc2ccccc2)CCCO1 (stereo not drawn) | -28 | 0
N#CCn1cnc2sc(-c3ccccc3)cc2c1=O | -5 | -4
O=C(c1cccc(S(=O)(=O)N2CCOCC2)c1)N1CCN(Cc2ccc3c(c2)OCO3)CC1 | -12 | 4
O=C(COc1ncnc2cc([N+](=O)[O-])ccc12)NC1CCCCC1 | 6 | -1
CCn1c(SCC(=O)NCCCN2CCCC2=O)nnc1-c1cccc(C)c1 | 13 | 2
COc1cc(CNn2cn[nH]c2=S)cc(Cl)c1OCc1ccc(F)cc1 | -29 | 19
COc1ccc(C(=O)NC2CC3CCCC(C2)N3CC(C)C)cc1 (stereo not drawn) | -14 | -1
COc1ccc(OC)c(NC(=O)Cn2c(CCC(=O)O)ccc2-c2cccs2)c1 | 9 | 4
Nc1ccccc1C(=O)N1O[C@@H]2C=C[C@H]1C2 | 4 | -5
O=C(O)c1ccc(N/N=C/c2cn(-c3ccccc3)nc2-c2cccs2)cc1 | 21 | -5
C[C@H]1CN=C2N(CCNC(=O)CCC3CCCCC3)[C@H](Cc3ccc(O)cc3)CN21 | 4 | -9
CCOc1ccccc1N1CCN(c2ncnc3scc(-c4ccc(OC)cc4)c23)CC1 | 20 | -8
CN(Cc1ccc(OC(F)F)cc1)Cc1nc2c(Br)cc(Br)cc2c(=O)[nH]1 | -2 | 3
COC(=O)C(C(=O)Nc1cc(C)on1)C1CCCCCC1 (stereo not drawn) | 14 | -6
O=C1CC2(CCCCC2)Oc2ccc(Cl)cc21 | 5 | 1
O=C(NCc1ccco1)c1cnn2c(C(F)F)cc(-c3ccccc3)nc12 | 6 | 21
CCCCCC(=O)Nc1ccc(N2CCN(C(=O)c3ccccc3)CC2)cc1 | -16 | 1
CCOc1ccc(S(=O)(=O)NCCC(=O)OCC(=O)c2ccc(NC(C)=O)cc2)cc1 | -5 | 12
CN1CCN(C(=O)c2ccc(S(=O)(=O)Nc3ccccc3)cc2)CC1 | -6 | 4
Cc1ccc(C(CNC(=O)C(=O)Nc2ccc3c(c2)OCCO3)N2CCN(C)CC2)cc1 (stereo not drawn) | 12 | 12

Taken from above.
`O=C(O)c1ccc(N/N=C/c2cn(-c3ccccc3)nc2-c2cccs2)cc1` – H9c2 TAG inh: 21
`CN1CCN(C(=O)c2ccc(S(=O)(=O)Nc3ccccc3)cc2)CC1` – H9c2 TAG inh: -6
`CN(Cc1ccc(OC(F)F)cc1)Cc1nc2c(Br)cc(Br)cc2c(=O)[nH]1` – H9c2 TAG inh DAPI viability: 3
`C[C@H]1CN=C2N(CCNC(=O)CCC3CCCCC3)[C@H](Cc3ccc(O)cc3)CN21` – H9c2 TAG inh DAPI viability: -9
`COC(=O)C(C(=O)Nc1cc(C)on1)C1CCCCCC1` (stereo not drawn) – H9c2 TAG inh DAPI viability: -6
`COc1ccc(OC)c(NC(=O)Cn2c(CCC(=O)O)ccc2-c2cccs2)c1` – H9c2 TAG inh DAPI viability: 4

(list continues)
SMILES | H9c2 TAG inh | H9c2 TAG inh DAPI viability
COc1ccc(NC(=O)CSc2n[nH]c(=O)n2C2CC2)cc1OC | 5 | -7
CCSc1ccccc1-c1nc(-c2ccncc2)no1 | 2 | -12
COc1ccc(CN2CCC(=O)N([C@H](CO)CC(C)C)CC2)cc1OC | 4 | -3
COC(=O)C(Cc1ccc(O)cc1)NC(=O)Cn1cc(C)c(=O)[nH]c1=O (stereo not drawn) | -15 | 5
COc1ccc(-c2noc(CCC(=O)N3CCN(c4ccc(F)cc4)CC3)n2)cc1 | -3 | 6
Cc1cccc(NC(=O)c2ccc(C3SCC(=O)N3CCc3ccccc3)cc2)c1C (stereo not drawn) | 10 | 15
CNc1ncnc2sc(-c3ccccc3)cc12 | 17 | 4
CCOc1ccc(CSC2=NCCN2)cc1[N+](=O)[O-] | 31 | -9
CC(C)NC(=O)c1cc(C2CCCCN2C(=O)c2ccc(C#N)cc2)on1 (stereo not drawn) | 1 | -10
COc1ccccc1CCNC(=O)Cn1c(=O)oc2ccccc21 | -2 | -2
O=C(CCN1C(=O)C2C3CCC(C3)C2C1=O)Nc1ccc([N+](=O)[O-])cc1 (stereo not drawn) | -1 | -9
O=C(CCc1ccccc1)NNc1cc(N2CCCCC2)nc(N2CCCCC2)n1 | 10 | -9
ClCCCc1cn(C[C@H]2CC[C@@H]([C@@H]3CC[C@H](Cn4cc(CCCCl)nn4)O3)O2)nn1 | 7 | 1
S=c1[nH]nc(COc2ccccc2)n1/N=C/C(Cl)=C/c1ccccc1 | -9 | 23
CCN(CC(=O)NCc1ccc(Cl)cc1)C(=O)COc1ccc(Cl)cc1Br | -23 | -5

Single records, as listed above. Order of values: H9c2 TAG inh, H9c2 TAG inh DAPI viability
Shown for COc1ccccc1CCNC(=O)Cn1c(=O)oc2ccccc21 = -2, -2
Shown for CCOc1ccc(CSC2=NCCN2)cc1[N+](=O)[O-] = 31, -9
Shown for COC(=O)C(Cc1ccc(O)cc1)NC(=O)Cn1cc(C)c(=O)[nH]c1=O (stereo not drawn) = -15, 5
Shown for ClCCCc1cn(C[C@H]2CC[C@@H]([C@@H]3CC[C@H](Cn4cc(CCCCl)nn4)O3)O2)nn1 = 7, 1
Shown for CNc1ncnc2sc(-c3ccccc3)cc12 = 17, 4

(cont.)
SMILES | H9c2 TAG inh | H9c2 TAG inh DAPI viability
CCN(CC(=O)Nc1ccc2c(c1)CCC2)Cc1nc2ccccc2c(=O)[nH]1 | 13 | 17
Cc1ccc2[nH]c(=O)c(C3C(C#N)=C(N)Oc4c3ccc3cccnc43)cc2c1 (stereo not drawn) | -20 | 4
O=C(CSc1nnc(-c2ccco2)o1)NC(=O)Cc1ccccc1 | 7 | -2
C=CCn1c(COc2ccccc2F)nnc1SCC(=O)Nc1cc2oc3ccccc3c2cc1OC | 14 | 5
Cc1cc(C)c(C(=O)Cn2cnc3cc([N+](=O)[O-])ccc3c2=O)cc1C | 36 | -29
COC(=O)c1ccc(N2CC3CNC(=O)C2(C(=O)OC)N3C)cc1 (stereo not drawn) | 6&-8 | -1&-4
Cc1cccc2sc(NC(=O)c3ccc(Cl)s3)nc12 | 31 | 6
Cc1cc(NC(=O)CSCC(=O)Nc2ccccc2N2CCCCC2)no1 | 11 | -4
OCC[C@@H]1C[C@H](O)[C@@H](O)[C@]2(OCc3ccccc32)O1 | -6 | 3
O=C(CN1CCCC1c1ccc2c(c1)OCCO2)NC(=O)Nc1ccccc1 (stereo not drawn) | -4 | -9
COc1ccc2cc(C(=O)NCc3ccccc3CN3CCCC3)ccc2c1 | -35 | 16
O=C(CN1C(=O)NC(c2ccccc2)(c2ccccc2)C1=O)NCc1ccc(F)cc1 | 2 | -5
COc1ccc(Cc2cnc(N)s2)cc1 | 11 | -15
COc1cc(/C=N/NC(N)=O)cc(Br)c1OCc1ccc(C)cc1 | -8 | -2
CCCNC(=O)c1ccc(COc2ccc(Cl)cc2)o1 | -14 | 1

Pulled one by one from the entries so far:
SMILES | H9c2 TAG inh | H9c2 TAG inh DAPI viability
COc1cc(/C=N/NC(N)=O)cc(Br)c1OCc1ccc(C)cc1 | -8 | -2
COc1ccc(Cc2cnc(N)s2)cc1 | 11 | -15

(list continues)
SMILES | H9c2 TAG inh | H9c2 TAG inh DAPI viability
Cc1ccc(OCCNC(=O)/C=C/c2ccc([N+](=O)[O-])cc2)cc1C | 3 | 0
NC(=O)CCC(NC(=S)Nc1ccccc1)C(=O)O (stereo not drawn) | -7 | 7
O=C(/C=C/c1ccc(Cl)c([N+](=O)[O-])c1)Nc1cccnc1 | 20 | 4
COc1cc(/C=N/NC(=O)C(N)=O)ccc1OCC(=O)N1C(C)CCCC1C (stereo not drawn) | -6 | -1
O=C(CCN1CCOCC1)N1CCc2c([nH]c3ccccc23)C1c1cccc(Cl)c1 (stereo not drawn) | 3 | 14
O=C(CSCc1cccc(Br)c1)N=Nc1c(O)[nH]c2ccccc12 | 1 | -6
Cc1oc(-c2ccc(Cl)cc2)nc1CN1CCCN(C(=O)c2ccco2)CC1 | 5 | -2
COC(=O)c1ccc(C(=O)OC)c(NC(=O)Cc2cccs2)c1 | 8 | -4
Nn1cnc2scc(-c3cccs3)c2c1=O | 6 | -2
c1ccc(-c2cc3c(N4CCCC4)ncnc3s2)cc1 | -4 | 0
COc1ccc(NS(=O)(=O)c2cccc(C(=O)N/N=C(/C)c3ccc(-n4ccnc4)cc3)c2)cc1 | 0 | 3
COCCCNC(=O)C[C@H]1C[C@H](C(=O)N2CCCCC2)[C@@]2(C)c3[nH]c4ccc(Cl)cc4c3CCN2C1=O | 9 | -7
CCOC(=O)c1[nH]c2cc3c(cc2c1NC(=O)CN1CCC(C)CC1)OCO3 | 17 | 23
Nc1cc(=O)[nH]c(SCc2ccc(Cl)cc2)n1 | -9 | 11
CN(Cc1ccccc1F)C(=O)CNC(=O)Cc1cccc2ccccc12 | -11 | 11
CCC(=O)Nc1cccc(-c2nc3ccccc3o2)c1 | 17 | 1
COc1cc(C2/C(=C(/O)c3ccc(F)cc3)C(=O)C(=O)N2CCCC(=O)O)ccc1O (stereo not drawn) | -16 | 5
COc1ccc2c(c1)CC(N1CCN(C)CC1)c1cc(OC)ccc1S2 (stereo not drawn) | 24 | -6
CCS(=O)(=O)C1=NN2C(=N)/C(=C\c3ccc(SCc4ccco4)o3)C(=O)N=C2S1 | 14 | -5
CN(C)Cc1csc(NC(=O)Nc2ccccc2C(C)(C)C)n1 | 9 | 8
CCCN1CCN(CCCNC(=O)c2ccc3nc(N4CCC(C)CC4)sc3c2)CC1 | 20 | -5
Cc1ccccc1CSc1nc2n(n1)C(c1cccs1)C1=C(CCCC1=O)N2 (stereo not drawn) | -3 | 1
COC(=O)C(NC(=O)c1ccco1)(Nc1ccc(Br)cn1)C(F)(F)F (stereo not drawn) | 16 | -4
CC(=O)c1ccc(NC(=O)[C@@H]2CCCN2C2=NS(=O)(=O)c3ccccc32)cc1 | 15 | -2
CC(C)CN1CCC(=O)N([C@H](COc2ccccc2)c2ccccc2)CC1 | 3 | 3
COCc1nnc(NC(=O)CC(C)C)s1 | 18 | -22
O=C(NCc1ccccc1)C(c1ccco1)N(C(=O)c1cnccn1)c1ccc(F)cc1 (stereo not drawn) | -5 | -3
O=C(Cc1ccccc1)NC(=S)Nc1ccc2oc(-c3ccccc3F)nc2c1 | 21 | -7
COc1cc([N+](=O)[O-])ccc1NC(=O)CSc1n[nH]c(C(C)C)n1 | -16 | -4
Oc1ccc(-c2c(-c3ccsc3)sc3ccccc23)cc1 | -18 | 1
Cc1ccc2c(c1)C(=C(C#N)C#N)CCN2 | 3 | -7
CC(C)N(Cc1nc(-c2ccccc2)no1)C(=O)c1ccc(Cl)cc1 | -1 | 6
c1ccc(-c2cnnn2-c2ccccc2)cc1 | -16 | 8
C/C(Cl)=C\Cn1c(N2CCCC2)nc2c1c(=O)[nH]c(=O)n2C | -6 | 0
COc1ccc(NC(=O)C2=C(C)NC(=S)NC2c2ccc(O)c(OC)c2)cc1 (stereo not drawn) | 11 | -6
Cn1nc(C(=O)NCCOc2ccccc2)c2ccccc2c1=O | -12 | 1
CC1(C2CC2)NC(=O)N(CC(=O)N2CCN(c3cccc(C(F)(F)F)c3)CC2)C1=O (stereo not drawn) | -6 | -6
CNC[C@H]1OCc2ccccc2-c2ccccc2C(=O)N([C@@H](C)CO)C[C@H]1C | 11 | -13
Cc1ccc(C)c(OCC(=O)NNC(=O)C2CCC2)c1 | 1 | -2
CCCS(=O)(=O)NC(=O)C1(C)CCN(C(=O)c2c(C)noc2C)C1 (stereo not drawn) | -5 | 7
CCOC(=O)c1ccc(-c2c(C)cc3oc(=O)cc(-c4ccccc4)c3c2C)cc1 | 7 | -2
CC(C)(C)C(=O)CN1C(=O)NC2(CCOc3ccccc32)C1=O (stereo not drawn) | -16 | 9
O=C(CSc1nc(C2CCCCC2)n(-c2ccccc2)n1)NCCN1C(=O)CSC1=O | -20 | 3
CCOC(=O)c1cc(OC)c2cccc(CN3CCCC(C)(C(=O)NCCOC)C3)c2c1 (stereo not drawn) | -18 | 4
COc1ccc(S(=O)(=O)N2CCCCCC2)cc1NC(=O)c1ccccc1S(C)(=O)=O | 5 | -2
COc1ccc2cc3c(N)nn(C(=O)C4CCC(C(C)(C)C)CC4)c3nc2c1 (stereo not drawn) | -12 | 3
Cc1c(C#N)c(N)nc2c3c(sc12)NC(=O)CC3c1ccc(Cl)cc1 (stereo not drawn) | 1 | 11
Cc1cccc(NC(=O)c2cccc(OC(=S)N3CCOCC3)c2)c1C | 0 | -1
CCCCCCNC(=O)c1cccc(-c2ccc(C)c3ccccc23)n1 | -46 | 1
COc1ccc(CCn2nnnc2C(c2ccc(C)cc2)N2CCN(C)CC2)cc1OC (stereo not drawn) | 1 | 1
O=C(NCC1CCCO1)NC1CCCCC1 (stereo not drawn) | -10 | 6
CC(=NNc1ccccc1)C(C)=NNc1ccccc1 | 23 | 1
Cc1ccc(S(=O)(=O)N2C[C@H]3[C@H]4C(=O)N(c5ccccc5)C(=O)[C@H]4C[C@H](OC(=O)NC4CC4)[C@@]3(O)C2)cc1 | 8 | -2
CS(=O)(=O)Nc1ccccc1Oc1ccccc1 | 17 | -8
CCOc1cc(C2C3=C(CCCC3=O)N(C)C3=C2C(=O)CCC3)cc(Cl)c1O | 6 | -12

Bioassay records as filed in PubChem.

Only part of the results is shown (hit frequency here may not be typical).
